Bioassay records from PubChem BioAssay.
M1 PAM = positive allosteric modulators of human M1 muscarinic receptor; activation, % at 3 µM; P11229; hit rate 0.088% among 360,000; CHO-K1 hM1, Fluo-8 calcium fluorescence, ACh EC20; 0% = ACh EC20, 100% = maximal ACh; in the data active = activation above about 19%, passing the limit was not always enough
Target sequence (P11229 whole entry, looked up): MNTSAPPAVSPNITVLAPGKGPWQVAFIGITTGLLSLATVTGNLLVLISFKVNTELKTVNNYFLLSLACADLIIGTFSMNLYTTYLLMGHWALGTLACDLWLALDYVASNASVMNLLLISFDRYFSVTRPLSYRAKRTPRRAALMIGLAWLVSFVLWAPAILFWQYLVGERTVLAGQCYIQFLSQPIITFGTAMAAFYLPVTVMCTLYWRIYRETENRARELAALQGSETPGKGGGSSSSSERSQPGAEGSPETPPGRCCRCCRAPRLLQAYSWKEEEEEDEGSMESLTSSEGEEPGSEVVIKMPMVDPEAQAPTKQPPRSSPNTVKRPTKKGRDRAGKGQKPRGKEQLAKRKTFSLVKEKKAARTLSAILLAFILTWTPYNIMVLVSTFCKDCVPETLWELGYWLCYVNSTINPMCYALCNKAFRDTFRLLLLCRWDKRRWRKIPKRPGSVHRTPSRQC
M4 ag = CHRM4 agonism in calcium assay | hit rate 0.14% among 360,000 | P08173 | CHO-K1 hM4/Gqi5, Fluo-8 calcium fluorescence; vehicle 0%, full acetylcholine response 100% | activation, % at 3 µM;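 active = activation above the run mean over all test wells plus 3 SD, cut at about 32% in these data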;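 note: peak over basal fluorescence ratio per well then scaled between controls; 0% = DMSO wells and 100% = acetylcholine at EC100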
CHRM5 agonist = agonists of human muscarinic M5 receptor (CHRM5). activation, % at 3 µM. CHO-K1 hM5 cells, Fluo-8 calcium fluorescence; 0% DMSO wells, 100% maximal acetylcholine response. P08912. hit rate 0.19% among 360,000;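 active = activation above the run's mean over test compounds plus 3 SD, cut at about 23% in these data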;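 note: signal is peak over basal fluorescence ratio across the kinetic read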
Target sequence (P08912 whole entry, looked up): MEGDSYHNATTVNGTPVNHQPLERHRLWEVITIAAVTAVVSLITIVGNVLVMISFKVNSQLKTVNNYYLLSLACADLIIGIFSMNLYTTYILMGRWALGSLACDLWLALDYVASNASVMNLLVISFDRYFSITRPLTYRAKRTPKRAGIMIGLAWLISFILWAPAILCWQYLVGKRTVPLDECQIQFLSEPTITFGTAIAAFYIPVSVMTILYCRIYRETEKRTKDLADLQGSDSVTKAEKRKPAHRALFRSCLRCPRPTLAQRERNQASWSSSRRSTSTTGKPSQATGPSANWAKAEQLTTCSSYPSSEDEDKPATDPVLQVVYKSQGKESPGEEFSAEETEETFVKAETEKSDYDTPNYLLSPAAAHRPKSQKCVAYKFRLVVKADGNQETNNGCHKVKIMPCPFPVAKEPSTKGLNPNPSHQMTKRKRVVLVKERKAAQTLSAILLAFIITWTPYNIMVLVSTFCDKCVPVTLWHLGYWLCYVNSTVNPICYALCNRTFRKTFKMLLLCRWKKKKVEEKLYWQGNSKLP
CRFR2-BP ag = agonists of human CRF-binding protein/CRF-R2 receptor complex. hit rate 0.46% among 350,000. activation, % at 13.2 µM. HEK293 CRF-R2/CRF-BP, calcium dye fluorescence (FLIPR); percent of saturating CRF peptide response. AID 588473;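 active = activation of at least 50%, plus an integration ratio under a set limit after plate pattern correction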;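 note: plate controls were neutral control wells without compound for no effect and CRF at EC100 for full effect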
M4 antag = blocks acetylcholine activation of human M4 receptor | P08173 | CHO-hM4 cells, ACh EC80, Fluo-8 calcium fluorescence | inhibition, % at 3 µM | hit rate 0.73% among 360,000 | AID 624125;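 active = inhibition above its plate's cutoff, the mean inhibition of sample wells plus 3 SD, cut at about 27% in these data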;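 note: 0% = acetylcholine EC80 with DMSO and 100% = DMSO without agonist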
M5 antag = blocks acetylcholine activation of human M5 receptor; CHO-hM5 cells, Fluo-8 calcium fluorescence, ACh EC80; inhibition, % at 3 µM; hit rate 0.59% among 360,000;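 active = inhibition above a per-plate cutoff, the mean of that plate's test compounds plus 3 SD, cut at about 27% in these data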;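 note: 0% = acetylcholine EC80 with DMSO and 100% = DMSO without agonist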
CRFBP-R2 block = blocks CRF-induced signaling of the CRF-BP/CRF-R2 complex. HEK293 CRF-R2/CRF-BP, CRF-induced calcium fluorescence. inhibition, % at 11.8 µM. hit rate 0.59% among 350,000. AID 588475;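 active = inhibition of the ligand-induced calcium signal above about 50% at the single tested concentration, limit read from the data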
CHRM4 PAM = CHRM4 positive allosteric modulation | P08173 | CHO-K1 hM4/Gqi5, Fluo-8 calcium fluorescence, ACh EC20; 0% = ACh EC20, 100% = maximal ACh | activation, % at 3 µM | hit rate 0.4% among 360,000 | AID 624126;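 active = activation above its plate's cutoff, the mean activation of sample wells plus 3 SD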; note: some results filed as inactive read as strong as hits
M5 PAM = positive allosteric modulators of human muscarinic M5 receptor | P08912 | hit rate 0.3% among 360,000 | CHO-K1 hM5, Fluo-8 calcium, ACh EC20 PAM; 0% = ACh EC20, 100% = ACh EC100 | activation, % at 3 µM;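 active = activation above the run cutoff, the mean activation of all test compounds plus 3 SD, cut at about 18% in these data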
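Assay system – human M5 receptor in CHO-K1 cells · Read-out – % activation, ACh-normalized · Technique – Fluo-8 calcium fluorescence · Dosing – single-point, 3 µM nominal · Incubation – Fluo-8 loading 80 min at 37 °C plus 30 min room temperature · Repeats – singlicate, one well per test compound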
Active calls of the source: *. No enrichment for hits (roughly 2.6% active in at least one column).

SMILES	M1 PAM	M4 ag	CHRM5 agonist	CRFR2-BP ag	M4 antag	M5 antag	CRFBP-R2 block	CHRM4 PAM	M5 PAM
Cc1ccc(NS(=O)(=O)c2cccc([N+](=O)[O-])c2)nc1	-5	1	-1	-1.4	3	8	-20	-3	-2
Cc1cc(NC(=O)CSCC(=O)Nc2nc3ccccc3s2)no1	-6	1	4	-0.1	13	7	1	-3	2
Cc1nc(-c2ccccc2)sc1-c1nnc(C2CC2)o1	-2	-1	0	1.1	9	3	-1	3	3
CCSc1nc(-c2ccccc2)nc(C(Cl)Cl)n1	-13	1	1	0.1	-1	14	-8	0	-2
COc1cccc(C(=O)NCc2ccc3c(c2)cc(C)n3C)c1	-4	4	-2	11	0	5	1	-14	-7
CCn1c(-c2cccnc2Cl)nc2cc(Cl)c(Cl)cc21	2	2	0	-2.8	0	4	-47	4	-3
Cc1cc(C)cc(NC(=O)[C@H](Cc2c[nH]c3ccccc23)NC(=O)[C@@H]2Cc3ccccc3CN2)c1	1	4	1	-5.3	-18	7	2	13	5
CCN(CC)S(=O)(=O)c1cccc(C(=O)NCCc2ccccc2)c1	2	5	3	0.8	3	5	-4	1	-8
O=C(CN1CCN(S(=O)(=O)c2ccc(Br)cc2)CC1)N/N=C/c1cccs1	4	2	-2	0.2	4	12	-12	2	1
COCCNc1nnc(SCC(=O)c2ccc3c(c2)OCO3)s1	8	1	-5	-0.6	7	3	4	3	-2
CCc1ccc(-c2cc(C)no2)cc1S(=O)(=O)Nc1cccc(CN2CCCC2)c1	-4	0	-6	0.0	-4	15	-11	-2	-7
O=C(NNS(=O)(=O)c1ccccc1Cl)c1nn(-c2ccc(F)cc2)ccc1=O	3	1	-3	0.7	5	12	-3	7	-1
Cc1nc(NS(=O)(=O)c2ccccc2)sc1C(C)(C)C	-7	0	-3	-1.2	-9	6	7	-4	-8
CCn1c(=O)n(CC(=O)Nc2cccc(OC)c2)c(=O)c2ccccc21	0	1	-2	0.6	1	-3	-10	-2	0
COc1ccc(CNC(=O)CNC(=O)c2cccs2)c(OC)c1	2	2	-1	0.6	2	0	9	2	-2
Cc1ccc(CSCC(=O)N2CCOCC2)cc1	2	1	-1	-1.2	3	2	4	1	-1
Cc1ccc2c(c1)COc1c3ccc(C(=O)O)cc3nn1-2	5	2	1	-4.1	7	11	0	10	-7
COCCCn1c(SCC(=O)N2CCCC(C)C2)nnc1-c1ccco1 (configuration not stated)	11	1	-3	-0.1	-11	1	-3	18	-3
CSCC(=O)NCC1(N(C)Cc2ccccc2)Cc2ccccc2C1	8	0	0	0.0	-2	1	-1	0	-2
Cc1cc(NC(=O)CN2C(=O)/C(=C/c3cccc(Br)c3)SC2=S)no1	5	1	0	0.5	-3	-3	23	1	-6
CCc1ccccc1NC(=O)C1CCCN(c2ncnc3onc(-c4ccc(F)cc4)c23)C1 (configuration not stated)	3	0	-3	-0.2	-10	11	-4	-6	-7
CCOC(=O)N1CCC(NC(=O)C2CCN(S(=O)(=O)c3cnc[nH]3)CC2)CC1	10	1	-1	2.3	-4	-3	-2	9	4
O=C(/C=C(\O)c1ccc(Cl)cc1)C(=O)NNC(=O)C(O)(c1ccccc1)c1ccccc1	1	1	-2	2.2	-3	-3	-4	4	-2
O=C(C1=C(O)C(=O)N(c2ncccn2)C1c1cccc(Cl)c1)c1ccco1 (configuration not stated)	12	0	-1	3.8	9	-8	11	-5	0
CC1CCCC(NC(=O)C2N(CCCN3CCCC3)C(=O)C3C(C(=O)Nc4cccc(Cl)c4)C4C=CC32O4)C1C (configuration not stated)	3	-1	-2	0.8	3	1	-21	-10	2
O=C(COC(=O)/C=C/c1ccc([N+](=O)[O-])cc1)Nc1ccc(F)cc1	3	5	1	-1.2	-6	0	12	4	-3
Cc1cccn2c(=O)c3cc(C#N)c(=O)n(CCCN4CCOCC4)c3nc12	-2	1	-4	2.2	5	-5	2	-6	0
Cc1ccc(C)c(NS(=O)(=O)c2ccc(NC(=O)CSc3ccc(Cl)cc3)cc2)c1	9	1	5	1.8	3	0	-24	-7	2
CC(C)C[C@H](CO)Nc1nc(N(C)c2cccc(Cl)c2)c2ncn(C(C)C)c2n1	2	3	-7	-2.1	-5	-6	-4	10	-10
CN(CC(=O)NCc1ccccc1Cl)CC(=O)Nc1cccc(F)c1	2	9	0	-1.4	-7	-4	-11	8	0
CC(C)c1ccc(NC(=O)/C(C#N)=C/c2ccncc2)cc1	0	1	-3	-0.7	-4	7	-18	3	0
Cc1cccc(N(CC(=O)Nc2ccc(-c3nc4ccc(C)cc4s3)cc2)S(C)(=O)=O)c1	4	1	0	2.2	2	0	-4	10	2
N=C(N)c1ccc(N=Nc2c(O)ccc3c2[nH]c2ccccc23)cc1	2	0	-5	-8.0	-7	16	-10	4	0
COc1ccc(N(CC(=O)N/N=C(\C)c2ccccc2)S(=O)(=O)c2ccccc2)cc1	20	1	0	-0.9	1	3	-21	3	10
COc1cc(C(=O)O)ccc1OCC(=O)N1CCOCC1	0	0	2	1.3	2	-5	-2	-4	2
O=C(Nc1ccccc1N1CCOCC1)c1cccnc1	12	2	-4	-0.7	-2	-4	-14	2	10
COc1cc(NC(=O)C2CCCCN2)ccc1OCC(C)C (configuration not stated)	1	1	-3	3.4	-16	-5	-17	3	15
CS(=O)(=O)N(CC(=O)N1CCN(Cc2ccccc2)CC1)c1cccc(F)c1	7	2	-2	0.2	-12	3	-5	2	4
O=C(NCc1cnn(-c2ccccc2)c1)C1CCC(=O)N(C2CC2)C1 (configuration not stated)	7	0	-2	0.4	7	-4	11	0	0
Cc1c(CC(=O)NCCCC(=O)O)c(=O)oc2cc3oc4c(c3cc12)CCCC4	9	0	-3	-0.5	8	9	8	-2	-1

An excerpt from above with just M4 antag and M5 antag.
SMILES | M4 antag | M5 antag
Cc1ccc(C)c(NS(=O)(=O)c2ccc(NC(=O)CSc3ccc(Cl)cc3)cc2)c1 | 3 | 0
Cc1c(CC(=O)NCCCC(=O)O)c(=O)oc2cc3oc4c(c3cc12)CCCC4 | 8 | 9

New compounds follow.
SMILES	M1 PAM	M4 ag	CHRM5 agonist	CRFR2-BP ag	M4 antag	M5 antag	CRFBP-R2 block	CHRM4 PAM	M5 PAM
Clc1ccccc1Nc1ncnc2c1nnn2Cc1ccccc1	1	-2	-1	-0.2	5	2	-20	-3	0
Cc1cc(C(=O)C(C)OC(=O)c2cnccn2)c(C)n1-c1ccccc1 (configuration not stated)	6	4	1	-1.4	-3	7	13	1	-2
N#C/C(=C/c1cn(-c2ccccc2)nc1-c1cccc(S(=O)(=O)N2CCCC2)c1)C(=O)NCc1ccco1	8	2	1	1.9	-1	-6	21	-6	-3
Cn1nnc2cc(C(=O)Nc3ccc4ccccc4c3)ccc21	-5	3	0	0.6	-11	-5	-4	-1	0
C[C@H](CO)N1C[C@H](C)[C@@H](CN(C)S(=O)(=O)c2ccc(F)cc2)Oc2ccc(NC(=O)C3CC3)cc2C1=O	-8	3	-1	0.7	-1	17	-6	-3	-6
COc1ccc(N2CCN(c3ccnc4cc(Cl)ccc34)CC2)cc1	13	3	-2	0.1	3	-8	-6	3	4
Cc1cc(=O)oc(C)c1C(=O)Nc1ccc2nsnc2c1	3	1	-2	1.1	-4	2	-4	3	1
O=C(NCc1ccco1)C(=O)NCc1ccccc1Cl	1	7	-3	-3.9	-7	2	-1	-4	2
c1cnc2ccc(C(c3nnnn3C3CCCC3)N3CCSCC3)cc2c1 (configuration not stated)	-1	0	-8	-3.1	10	-2	1	1	-5
N#CCCN(Cc1cccnc1)C(=S)NC(=O)c1ccc(S(=O)(=O)N2CCCC2)cc1	2	0	3	5.9	7	13	-5	-5	8
CC(=NNc1nc2ccccc2o1)c1ncccn1	-1	6	6	-2.9	58*	51*	6	-1	-20
CC(=O)N(C)c1ccc(OCC(O)Cn2c(C)nc3ccccc32)cc1 (configuration not stated)	0	1	-2	1.3	-7	11	1	5	5
Cc1cc2cc(C(c3nnnn3Cc3ccco3)N3CCCCC3)c(=O)[nH]c2cc1C (configuration not stated)	4	0	1	-1.1	6	-2	-22	-2	-1
O=S(=O)(c1ccc(Cl)cc1)N1CCN(C2CCCCCC2)CC1	-4	0	-3	-0.2	-16	-5	-14	-2	-1
CCCCCCCCC1=NCCc2c1[nH]c1ccccc21	-15	5	-5	0.5	10	20	-15	-5	-10
COc1ccc(N2CC(C(=O)NC3CC(C)(C)NC(C)(C)C3)CC2=O)cc1 (configuration not stated)	2	0	1	1.3	-18	-7	22	4	-1
CC(=O)c1ccc(N(C)C)cc1	5	0	-2	-1.0	4	4	-1	6	1
Cc1cc2c(=O)n(C)c(SCC(=O)NCC3CCCO3)nc2s1 (configuration not stated)	9	0	4	0.4	7	3	3	5	3
COc1ccccc1OCCSc1nnnn1C1CCCCC1	2	1	-3	-0.4	-1	-1	10	7	-4
CC(C)(C)NC(=O)CCN(/N=C/c1ccccc1O)C1=NS(=O)(=O)c2ccccc21	-13	16	4	-4.2	6	20	-7	-8	-14

An excerpt from above in order of their number in M4 antag, largest number first.
molecule | M1 PAM | M4 ag | CHRM5 agonist | CRFR2-BP ag | M4 antag | M5 antag | CRFBP-R2 block | CHRM4 PAM
Clc1ccccc1Nc1ncnc2c1nnn2Cc1ccccc1 | 1 | -2 | -1 | -0.2 | 5 | 2 | -20 | -3
CCn1c(=O)n(CC(=O)Nc2cccc(OC)c2)c(=O)c2ccccc21 | 0 | 1 | -2 | 0.6 | 1 | -3 | -10 | -2
Cc1cc(NC(=O)CN2C(=O)/C(=C/c3cccc(Br)c3)SC2=S)no1 | 5 | 1 | 0 | 0.5 | -3 | -3 | 23 | 1
O=S(=O)(c1ccc(Cl)cc1)N1CCN(C2CCCCCC2)CC1 | -4 | 0 | -3 | -0.2 | -16 | -5 | -14 | -2

Next part:
SMILES	M1 PAM	M4 ag	CHRM5 agonist	CRFR2-BP ag	M4 antag	M5 antag	CRFBP-R2 block	CHRM4 PAM	M5 PAM
COc1ccc(-c2ncncc2-c2csc(C)n2)c(O)c1	6	0	-1	1.4	11	2	-2	-8	-4
Cc1cc(C)n2nc(N)c(N=Nc3ccc4c(c3)OCO4)c2n1	3	0	0	-5.6	0	-2	6	20	1
O=C(COc1ccccc1C(=O)NCC1CCCO1)Nc1ccc(Cl)cc1Cl (configuration not stated)	1	7	3	-0.3	3	6	0	-9	-6
CN1C(=O)C(O)(CC(=O)c2ccccc2O)c2cc(Br)ccc21 (configuration not stated)	5	2	1	-0.7	-20	2	1	3	-6
COc1cccc(NC(=O)CN(C)C(=O)/C=C/c2cn(-c3ccccc3)nc2-c2cccs2)c1	3	4	1	1.3	5	12	10	-5	-13
O=C(CC(=O)N/N=C/c1cccs1)NCc1ccccc1	4	0	4	-0.6	5	-11	-12	-3	2
CC(OC(=O)c1ccc(NS(=O)(=O)c2ccc3[nH]c(=O)[nH]c3c2)cc1)C(N)=O (configuration not stated)	8	1	-1	0.5	-4	-2	-2	7	1
C=C(C)Cn1c(N2CCN(c3ccc(OC)cc3)CC2)nc2c1c(=O)n(C)c(=O)n2C	6	10	4	-0.5	-9	6	-11	3	-5
O=C(N/N=C/c1ccc(O)cc1)Nc1cccc2nsnc12	6	6	-4	-4.9	-2	4	-12	4	-7
O=C(NCc1ccccc1)c1ccc(S(=O)(=O)N2CCCC2)cc1	2	2	2	0.4	-10	6	9	4	-3
O=C(NCCc1ccccc1)C(=O)NCC1OCCN1S(=O)(=O)c1ccc([N+](=O)[O-])cc1 (configuration not stated)	-3	5	1	-1.5	-8	-2	6	-2	-7
COc1ccc2cc(Br)ccc2c1CC(=O)NC(C)C	-5	5	-2	-1.8	-3	15	0	-4	-10
